From PubChem
RMI-FANCM inh = disruptors of RMI1/RMI2 association with MM2 peptide – biochemical, fluorescence polarization, human, primary screen. AID 1159607, 2016. FP signal (polarization) at 33 µM. RMI core complex with F-MM2 peptide; active compounds read low. actives 0.58% (n = 70,000); in the data active = FP signal below about 40; note: inactives centre near 61; strong numbers were not always called active; unit not given here
Starred values were filed as active, the others as inactive; & = joins results of further samples. The list is partial; the hit share may differ from the screen's.

RMI-FANCM inh,Structure
57,Cc1nn(-c2ccccc2)c2c1C1(C(=O)Nc3ccccc31)C(C#N)=C(N)O2 (centres undefined)
55,Cc1ccc(-c2csc(NC(C)(C)C)[n+]2-c2c(C)n(C)n(-c3ccccc3)c2=O)cc1
99,O=S(=O)(c1cccc(Cl)c1Cl)N1CCN(c2ccc(-c3ccco3)nn2)CC1
54,Cc1c(C)c(C)c(C(=O)C2CCN(C(=O)c3ccc([N+](=O)[O-])o3)CC2)c(C)c1C
69,O=c1c(C(CN2CCOCC2)c2ccccc2)nc(-c2ccccc2)nn1CN1CCOCC1 (centres undefined)
55,O=C(c1ccc([N+](=O)[O-])s1)N1CCN(c2ccccc2)CC1
61&59,N#CC(C#N)=CN1CCC(C(c2ccccc2)c2ccccc2)CC1
58,Cc1onc(-c2c(Cl)cccc2Cl)c1C(=O)ONC(=O)c1ccc(F)cc1
50,N/C(Cn1ccc(C(F)(F)F)n1)=N/OS(=O)(=O)c1cccc(Cl)c1Cl
62&51&59,CC(C)COCC(CN(Cc1ccccc1)c1ccccc1)N1CCCC1 (centres undefined)
59,Cc1[nH]c2ccccc2c1C(=O)C(=O)OCc1cc(-c2ccccc2)on1
50,Cc1cccc(N2C(=O)C3C4C=CC(C4)C3C2=O)n1 (centres undefined)
57,O=C(CN1CCCc2ccccc21)N/N=C\c1ccccc1O
54,O=[N+]([O-])c1cc(C(F)(F)F)ccc1N1CCCCC1
109,COc1ccc2nc(-c3ccc(Cl)c(NC(=O)c4cccs4)c3)cn2n1
43,COC(=O)c1cc(OC)c(OC)cc1N(C)S(C)(=O)=O
60,CCOC(=O)c1ccccc1NC(=O)COc1ccc(-c2nnc(C)o2)cc1
58,Cc1cc(Oc2ccc(/C(N)=N\OC(=O)c3cccs3)cc2[N+](=O)[O-])cc(C)c1Cl
70,O=C(NCCn1nc(-c2cccs2)ccc1=O)Nc1ccccc1Cl
68,N#Cc1c(C(F)(F)F)cc(-c2cccs2)nc1SCC(=O)NC1CCCCC1
54,Cc1noc(C)c1-c1nc(CS(=O)(=O)Cc2ccco2)no1
69,CCOc1ccc(-c2n[nH]c(=S)o2)cc1
61,CC(C)(C)OCC(O)CN1CCN(c2ccccc2)CC1 (centres undefined)
57,O=C(NCc1cccs1)C(=O)Nc1cccc(N2CCCC2=O)c1
79,CN(C)S(=O)(=O)c1ccc(C(=O)N=c2sc3cc4c(cc3n2C)OCCO4)cc1
62,O=C(NCCn1ncc2c(N3CCOCC3)ncnc21)C1(c2cccs2)CCCC1
55,c1ccc(CCNc2nc(N3CCOCC3)nc(N3CCOCC3)n2)cc1
56,O=c1cc(CSc2n[nH]c(-c3ccccc3)n2)c2ccc(O)cc2o1
100,Cn1c(SCC(=O)Nc2ccc(Oc3ccccc3)cc2)nc2c(-c3ccccc3)csc2c1=O
65,O=C(Nc1ccc(N2CCCCC2)cc1)c1ccncc1

Next part:
RMI-FANCM inh,Structure
56,CCOC(=O)/C(C#N)=C/Nc1ccc(OC)c(C(=O)OC)c1OC
59,O=S(=O)(Nc1nc2ccccc2nc1NCCC1=CCCCC1)c1cccc(Cl)c1
85,CC(C)(C)c1ccc(Nc2nc(SCc3ccccc3)nc(-c3cccnc3)c2C#N)cc1
69,CN(C)c1ccc(CCCNS(=O)(=O)c2ccc3c(c2)OCCO3)cc1
214,CN(C)c1ccc(CCNC(=O)C(=O)NCc2ccc(Cl)cc2)cc1
56,C=CC1=C(C)/C(=C/c2[nH]c(Cc3[nH]c(/C=C4\NC(=O)C(C)=C4C=C)c(C)c3CCC(=O)O)c(CCC(=O)O)c2C)NC1=O
53,CC1CCC(C(C)C)C(OC(=O)COc2ccc([N+](=O)[O-])cc2)C1 (centres undefined)
55,CC1CCCCN1c1ccc2cccc(OCC(=O)N3CCc4ccccc43)c2n1 (centres undefined)
53,Cc1nc2ccc(NC(=O)c3ccccc3S(C)(=O)=O)cc2s1
67,CC1CCN(C(=O)CSc2ccc(NC(=O)C3CC3)nn2)CC1
64,CC(=O)N1CCC2(CC1)OCCN2S(=O)(=O)c1ccc(C)cc1
72,Cc1cc(C)n(CC(=O)Nc2ccccc2)c(=O)c1-c1nc(-c2ccccc2)no1
66,O=C(CSc1ccc(NC(=O)c2ccco2)nn1)NCc1ccc2c(c1)OCO2
71,Cc1ccc(-n2ncc3c(C)n[nH]c(=O)c32)c(C)c1
66,CCOc1ccc2ncc(C#N)c(Nc3ccc(OC)c(Cl)c3)c2c1
53,CCN(CC)c1ncnc2c1ncn2[C@@H]1O[C@H](COP(=O)(O)OP(=O)(O)C(Br)(Br)P(=O)(O)O)[C@@H](O)[C@H]1O
55,CC1=CS(=O)(=O)c2ccc(Cl)cc21
53,CNC(=O)n1cc(-c2ccccc2)c(C)n1
58,Oc1c(Cl)cc(Cl)cc1C1Nc2cc(Cl)c(C(F)(F)F)cc2N1 (centres undefined)
63,CN(C)c1ccc(C(=O)Nc2ccc3c(c2)C(=O)NC3=O)cc1
59,OCC(O)C(O)C(O)C(O)C(O)CO (centres undefined)
63,CCOC(=O)c1c(C)c(C(=O)NC(C)c2ccccc2)c(C)n1CC (centres undefined)
55,O=C(NCCc1ccncc1)C(F)(F)F
61,Cc1ccc(NC(=O)C(=O)NCC(c2cccc3ccccc23)N2CCCC2)cc1 (centres undefined)
60&57,Cn1cnc(S(=O)(=O)N(Cc2ccccc2)Cc2ccccc2N2CCC(C(=O)O)CC2)c1
126,CCCN1CCCc2cc(CCNC(=O)C(=O)Nc3ccc(OC)c(OC)c3)ccc21
57,O=C(OCc1c(F)cccc1Cl)c1ccc(Cl)cc1
63,O=C(Cc1ccccc1)c1ccc(Br)cc1
51,COc1cccc(C2(C)C(C#N)C(=O)NC(=O)C2C#N)c1 (centres undefined)
56,O=C1NC(=S)S/C1=C\c1cc([N+](=O)[O-])ccc1Sc1ccc(C(F)(F)F)cn1

Next compounds.
RMI-FANCM inh,Structure
59,NC(=O)Cn1c(-c2ccncc2)nc2ccccc21
61,COc1cc2c(cc1OC)C(C)N(C(=O)c1cc(C)on1)CC2 (centres undefined)
32,Oc1c(Cl)cc(Cl)cc1C=Nc1nccs1
56,CC(=O)Nc1ccc(Nc2ccc(-n3nc(C)cc3C)nn2)cc1
68,CCOc1c(CC)cnc2c1c(=O)[nH]c(=O)n2C
65,O=C(c1cc2cc(Br)ccc2oc1=O)N1CCN(c2ccc(Cl)cc2)CC1
51,O=C1CCSc2ccc(Cl)cc21
62,O=S(=O)(Cc1ccccc1)N1CCOC(c2ccccc2)C1 (centres undefined)
59,COc1ccc2c(c1)OC[C@@H](Cc1ccc(OC)c(OC)c1)[C@@H]2O
60,CC1CCN(S(=O)(=O)c2ccc(NC(=O)C(C)Oc3ccc(F)cc3)cc2)CC1 (centres undefined)
55,CCOc1ccc2nc(NC(=O)c3ccc(S(=O)(=O)N4CCCC4)cc3)sc2c1
58,Cc1nnc2sc(=S)[nH]n2c1=O
53,O=C1/C(=C/c2cccs2)CS/C1=C/c1cccs1
64,COc1ccccc1OCCCC(=O)Nc1ccc(N2CCOCC2)cc1
54,CCOC(=O)NC(=O)/C(=C/NC(C)C)C(=O)OCC
57,O=c1oc2ccccc2c(O)c1C=Nc1cccnc1
65,Cc1ccccc1-c1nc(CSc2nc3c(c(=O)[nH]2)CCCC3)c(C)o1
62,O=C(O)C1CCC(c2ccc(Cl)cc2)CC1 (centres undefined)
52&49,NC(N)=NN=Cc1c(Cl)cccc1Cl
65,CCN(CC)c1ncnc2nc[nH]c12
74,Cc1cc(C)c(C)c(S(=O)(=O)NCc2ccc(C(=O)N3CCN(C)CC3)cc2)c1C
60,O=C(NCC(c1cccs1)N1CCc2ccccc21)c1ccc2c(c1)OCO2 (centres undefined)
95,Cc1noc(C)c1CSc1ncnc2scc(-c3ccc(F)cc3)c12
88,CC(=O)c1cccc(NC(=O)CSc2nnc3scc(-c4ccc(Cl)cc4)n23)c1
61,Cc1ccc(S(=O)(=O)N(C)c2ccc(C(=O)NCc3ccco3)cc2)cc1
72,COC(=O)c1ccccc1C(=O)N(Cc1ccccn1)c1nc2c(F)cc(F)cc2s1
60,CC(C)(C)c1cc(N2CCN(C3CCCC3)CC2)n2ncc(-c3ccccc3)c2n1
64,O=C(Nc1nnc(-c2cc(Cl)ccc2Cl)o1)C1COc2ccccc2O1 (centres undefined)
59,CC(=O)O[C@@H]1CSSC[C@H]1OC(C)=O
62,CC(=O)Nc1ccc(SCCCC(=O)Nc2ccncc2)nn1

The list goes on:
RMI-FANCM inh,Structure
108,CCOc1ccc(NC(=O)CSc2nccn3nc(-c4ccc(F)cc4)cc23)cc1
53,Nc1nc(SCC(=O)c2ccc(Cl)cc2)n[nH]1
58,COc1c2occc2c(OC)c2c(=O)cc(C)oc12
60,O=C(NCCc1csc2nc(-c3ccc(F)cc3)nn12)c1ccc(Br)o1
56,CCOC(=O)c1csc(C)n1
64,O=S(=O)(NCCOc1cccc(C(F)(F)F)c1)c1ccc(Cl)s1
50,COc1ccc(C(CNC(=O)c2ccccc2Cl)N2CCN(C)CC2)cc1 (centres undefined)
74,O=C(NCCn1ncc2c(=O)n(Cc3cccc([N+](=O)[O-])c3)cnc21)c1ccc(C(F)(F)F)cc1
66,NC(=O)CSc1ccc(NC(=O)C2CC2)nn1
77,CNc1nn(CC(=O)Nc2ccc(C(C)C)cc2)c(N)c1-c1nc(-c2ccccc2C)no1
-71,COC(=O)c1ccc2c(c1)C(=O)/C(=C/c1cn(-c3ccccc3)nc1-c1ccc(OC)c(F)c1)O2
65,CSc1ccc(C2C3C(=O)N(c4cccc(C(F)(F)F)c4)C(=O)C3ON2c2ccccc2)cc1 (centres undefined)
60,CCOC(=O)N1CCN(c2csc3ccc(Br)cc3c2=O)CC1
64,c1ccc(CCn2c(C3CC3)nc3ccccc32)cc1
54,O=C1NC(=O)/C(=C/c2ccc(OS(=O)(=O)c3cc(Cl)cc(Cl)c3)cc2)N1
55,CCOC(=O)/C(C#N)=C/c1ccc(-c2nccs2)cc1C(C)(C)C
55,N#CC(=S)Nc1ccc(F)cc1
62,Cc1n[nH]c(=O)nc1NC1CCCCC1
80,CC(C)CCN1C(=O)C(C)(C)COc2ccc(NC(=O)Cc3cccs3)cc21
57,Cc1csc(NC(=O)CSc2[nH]c(=O)ncc2C)n1
55,Cc1ccc(CC(=O)Nc2nc(-c3ccc(F)cc3)cs2)c(C)c1
56,CN(/C=C/C=C(C#N)C#N)c1ccccc1
61,O=c1[nH]c(O)c(N=Nc2ccc(OC(F)F)cc2)c(=O)[nH]1
59&72,COc1ccc(CC2c3cc(OC)c(OC)cc3CC[N+]2(C)CCC(=O)OCCCCCOC(=O)CC[N+]2(C)CCc3cc(OC)c(OC)cc3C2Cc2ccc(OC)c(OC)c2)cc1OC (centres undefined)
65,O=C(NCCn1ncccc1=O)c1ccc(-c2ccccc2)cc1
50,COc1ccc(OC)c2sc(N(Cc3ccccn3)C(=O)CSc3ccc(Cl)cc3)nc12
57,Cc1cc(C)c(S(=O)(=O)Nc2ccc3c(c2)CCCN3S(=O)(=O)c2ccc(F)cc2)c(C)c1
52,NC(=S)c1ccc2nonc2c1
72,COc1cccc(S(=O)(=O)Nc2ccc(C(=O)NCc3ccco3)cc2)c1
64&51,O=C(O)c1ccccc1OP(=O)(O)O

Later entries:
RMI-FANCM inh,Structure
66,O=C(O)C1CCCCC1C(=O)Nc1cccc(Cl)c1 (centres undefined)
64,COc1ccc(Nc2c(C#N)cnc3c(OC)cccc23)cc1Cl
59,CC1(C)C=Cc2c(c3c(c4c(=O)c(-c5ccc(O)cc5)coc24)OC(C)(C)CC3)O1
60,COc1ccccc1/C=C/C=N\NC(=O)c1cc(C2CC2)[nH]n1
61,O=[N+]([O-])c1ccc(-c2nc(-c3ccc(-c4csnn4)cc3)no2)cc1
59,O=C(NCCSc1c[nH]c2ccccc12)c1ccc(Br)o1
52,CN(C)c1ccc(C(CNS(=O)(=O)c2ccc3c(c2)CCCC3)N2CCc3ccccc32)cc1 (centres undefined)
67,O=C(COc1ccccc1F)NCc1ccsc1
59,O=c1c(O)c(-c2ccccc2)oc2ccccc12
68,C=CCN1C(=O)C(C)(C)COc2ccc(NS(=O)(=O)C(C)C)cc21
66,COc1ccc(S(=O)(=O)Nc2ccc(-c3ccc4nncn4n3)cc2)c(OC)c1
64,COc1ccc2c(c1)OC1(O)COc3cc(OC)c(OC)cc3C1=C2 (centres undefined)
70,N#Cc1cnn(-c2cccc(Cl)c2)c1N
61,COc1ccc(CCC(=O)NCCOc2cccc(C(F)(F)F)c2)cc1
48,O=C(O)c1nccnc1C(=O)NCc1csc2ccc(Cl)cc12

Arranged by molecular weight (rising): 17 of the compounds above
RMI-FANCM inh,Structure
52,NC(=S)c1ccc2nonc2c1
70,N#Cc1cnn(-c2cccc(Cl)c2)c1N
59,O=c1c(O)c(-c2ccccc2)oc2ccccc12
67,O=C(COc1ccccc1F)NCc1ccsc1
60,COc1ccccc1/C=C/C=N\NC(=O)c1cc(C2CC2)[nH]n1
64,COc1ccc2c(c1)OC1(O)COc3cc(OC)c(OC)cc3C1=C2 (centres undefined)
48,O=C(O)c1nccnc1C(=O)NCc1csc2ccc(Cl)cc12
61,O=[N+]([O-])c1ccc(-c2nc(-c3ccc(-c4csnn4)cc3)no2)cc1
68,C=CCN1C(=O)C(C)(C)COc2ccc(NS(=O)(=O)C(C)C)cc21
59,O=C(NCCSc1c[nH]c2ccccc12)c1ccc(Br)o1
61,COc1ccc(CCC(=O)NCCOc2cccc(C(F)(F)F)c2)cc1
72,COc1cccc(S(=O)(=O)Nc2ccc(C(=O)NCc3ccco3)cc2)c1
59,CC1(C)C=Cc2c(c3c(c4c(=O)c(-c5ccc(O)cc5)coc24)OC(C)(C)CC3)O1
66,COc1ccc(S(=O)(=O)Nc2ccc(-c3ccc4nncn4n3)cc2)c(OC)c1
52,CN(C)c1ccc(C(CNS(=O)(=O)c2ccc3c(c2)CCCC3)N2CCc3ccccc32)cc1 (centres undefined)
50,COc1ccc(OC)c2sc(N(Cc3ccccn3)C(=O)CSc3ccc(Cl)cc3)nc12
57,Cc1cc(C)c(S(=O)(=O)Nc2ccc3c(c2)CCCN3S(=O)(=O)c2ccc(F)cc2)c(C)c1
